# Source: PubChem
# D2 ag: activates the human D2 dopamine receptor. AID 485358. activation, % at 2 µM. HEK293 T-REx D2 cells, calcium flux agonist mode. 340,000 tested, 0.53% active. P14416;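 active = activation over 3 SD above normal in the single-dose calcium agonist read, cut at about 30% in these data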; also: 0% is about no effect
# Target sequence (P14416 whole entry, looked up): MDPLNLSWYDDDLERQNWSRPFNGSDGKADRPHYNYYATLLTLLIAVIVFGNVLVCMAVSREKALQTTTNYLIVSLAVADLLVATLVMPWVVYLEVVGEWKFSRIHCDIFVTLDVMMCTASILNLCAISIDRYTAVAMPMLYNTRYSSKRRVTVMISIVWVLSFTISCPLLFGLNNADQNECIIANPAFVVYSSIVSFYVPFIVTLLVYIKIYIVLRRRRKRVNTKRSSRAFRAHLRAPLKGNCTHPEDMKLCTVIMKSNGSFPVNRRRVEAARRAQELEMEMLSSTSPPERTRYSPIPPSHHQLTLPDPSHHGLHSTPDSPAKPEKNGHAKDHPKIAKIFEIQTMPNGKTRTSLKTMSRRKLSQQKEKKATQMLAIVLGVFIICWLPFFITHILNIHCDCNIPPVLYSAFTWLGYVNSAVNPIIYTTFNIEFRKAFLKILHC
#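 In this primary screen, compounds producing a positive calcium signal within 180 s of addition to tetracycline-induced, force-coupled HEK293 Trex D2 cells are flagged; cells are dye-loaded with a no-wash calcium kit beforehand.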
# RXFP1 agonist: agonists of human relaxin receptor RXFP1 | Q9HBX9 | HEK293T-RXFP1 cAMP TR-FRET, 30 min; response scale: percent of porcine relaxin response, buffer zero | Potency, µM (titrated, usually from 57.5 µM), inactives show top-dose activation, most hits filed as activators | 370,000 tested, 0.3% active | AID 2676; active = well fitted activation curve with a large enough effect; inconclusive = small, poorly fitted or top-dose-only effect; also: potency is read from the fitted curve at half-maximal effect; % is scaled to controls: 0 for no effect and ±100 for the full control effect; nearly all actives have a fitted effect of over 60% in size; many of its hits are not listed in these tables
#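 HEK293 cells stably expressing RXFP1, treated 30 min at 37C with compounds plus PDE4 inhibitor Ro 20174; cAMP measured by HTRF TR-FRET. Normalized to buffer and 29 nM porcine relaxin; EC50 by Hill fit.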
# D1 agonist: human D1 receptor agonism; P21728; HEK293 T-REx D1 cells, calcium flux, agonist mode; activation, % at 2 µM; 360,000 tested, 1% active; in the data active = activation above about 30%; also: 0% is about no effect
# Target sequence (P21728 whole entry, looked up): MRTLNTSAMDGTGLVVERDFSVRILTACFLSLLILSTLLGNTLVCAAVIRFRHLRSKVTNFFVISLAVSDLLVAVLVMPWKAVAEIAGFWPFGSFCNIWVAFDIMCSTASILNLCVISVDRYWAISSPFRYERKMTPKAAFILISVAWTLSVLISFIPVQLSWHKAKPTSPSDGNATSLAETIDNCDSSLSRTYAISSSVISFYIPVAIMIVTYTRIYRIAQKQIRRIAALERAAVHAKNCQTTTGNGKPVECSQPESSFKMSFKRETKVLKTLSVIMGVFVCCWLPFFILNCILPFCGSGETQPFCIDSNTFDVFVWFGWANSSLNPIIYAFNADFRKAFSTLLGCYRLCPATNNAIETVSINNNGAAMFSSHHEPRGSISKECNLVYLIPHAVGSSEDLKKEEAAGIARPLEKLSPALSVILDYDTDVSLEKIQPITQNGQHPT
#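 Agonism was scored from calcium flux recorded over 180 s (1 read/s) after pintool compound addition, following a 10-cycle baseline. Cells were inducible force-coupled HEK293 TREx D1, plated overnight at 30 C and loaded with no-wash calcium dye.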
# RXFP1 antag: blocks the human relaxin receptor RXFP1; 350,000 tested, 0.59% active; Q9HBX9; HEK293-RXFP1, relaxin-stimulated cAMP HTRF, 30 min; hits give low values; activity change, negative = inhibition, % at 57.5 µM;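 active = activity change of -60% or lower, but not beyond a set lower limit; inconclusive = change between -60% and -40%, or beyond the set limit; inactive = change above -40%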; also: % is scaled to controls: 0 for no effect and ±100 for the full control effect
# TRHR PAM: allosterically enhances the human TRH receptor | P34981 | TRHR cells, fluo-8 calcium fluorescence, EC20 TRH enhancement | enhancement, % at 2 µM | 360,000 tested, 0.66% active | AID 493056; in the data active = enhancement above about 30%; also: 0% is about no effect
#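 TRHR-expressing cells loaded with fluo-8 calcium dye were read kinetically (ex 480/em 530) during compound addition, then stimulated with an EC20 of TRH (10 nM final). Enhancement of the Gq-mediated intracellular calcium response was scored.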
# D2 potentiator: D2 dopamine receptor (human) potentiation. P14416. HEK293 T-REx D2, calcium flux, EC20 dopamine potentiation. potentiation, % at 10 µM. 340,000 tested, 0.34% active. AID 485347;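 active = potentiation over 3 SD above the plate norm, cut at about 30% in these data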; also: 0% is about no effect
#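 Primary screen. Calcium kinetics in induced HEK293 T-REx D2 cells: compound pre-addition 180 s, EC20 dopamine, 180 s more.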
# D2 antagonist: antagonizes the human D2 dopamine receptor; HEK293 TREx D2 cells, calcium flux, dopamine EC80; P14416; AID 485344; inhibition, % at 10 µM; 340,000 tested, 2% active; in the data active = inhibition above about 30%; also: 0% is about no effect
#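 HEK293 T-REx D2 cells, tet-induced, calcium dye no-wash. Cpd pintool add, 180 s kinetic, then EC80 DA, 180 s kinetic. Ca flux read.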
# D1 potentiator: human D1 dopamine receptor positive modulation; P21728; HEK293 TREx D1 cells, calcium flux, dopamine EC20 potentiation; potentiation, % at 10 µM; 360,000 tested, 0.036% active; in the data active = potentiation above about 30%; also: 0% is about no effect
# D1 antagonist: antagonists of human D1 dopamine receptor; P21728; HEK293 TREx D1 cells, calcium flux, dopamine EC80; hits give low values; activity change, negative = inhibition, % at 10 µM; 360,000 tested, 3.2% active; in the data active = activity change below about -30%; also: % is scaled to controls: 0 for no effect and ±100 for the full control effect
#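 HEK293 T-REx cells expressing inducible, force-coupled D1 receptor; no-wash Ca dye, 30–90 min RT. Cmpd → 180 s read at 1 Hz → EC80 DA → 180 s read.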
# * marks the source's active call; other numbers are inactive results; u = inconclusive; x = no result given; & = joins results of further samples. Not all compounds are listed; rates above refer to the full screens.
structure | D2 ag | RXFP1 agonist | D1 agonist | RXFP1 antag | TRHR PAM | D2 potentiator | D2 antagonist | D1 potentiator | D1 antagonist
O=C(/C=C/c1ccc(O)c(O)c1)OC(Cc1ccc(O)c(O)c1)C(=O)O (configuration not stated) | 0.0 | 1.3% | 2 | x | -8 | 4 | -12 | -5 | 1
C=CCNC(=S)N/N=C/c1ccc(C)s1 | 0.2 | 4.2% | 3 | 13 | 0 | 9 | 6 | -5 | 3
Cc1cccc(C)c1NC(=O)NC1(C(=O)NCCN2CCOCC2)CCCCC1 | 0.2 | -3.4% | 2 | -19 | 2 | -1 | -20 | -5 | -7
CCOc1ccccc1N1CCN(C(=O)Nc2ccc(F)c(Cl)c2)CC1 | -0.1 | -0.7% | 5 | -3 | 18 | -12 | -17 | -1 | -10
Cc1cc(C)n(C(C)CC(=O)Nc2ccc(-c3ccno3)cc2)n1 (configuration not stated) | -0.6 | -3.2% | 1 | 41 | -3 | -31 | 4 | -7 | -2
Nc1c(C(=O)Nc2ccc(F)cc2)sc2nc(-c3cccs3)cc(C(F)(F)F)c12 | x | u | 265* | -4 | 20 | -6 | x | -2 | -44*
COCC(C)N1CC(O)=C(c2nc(-c3ccc(Cl)cc3)cs2)C1=N (configuration not stated) | 0.0 | 1.0% | 1 | -7 | 1 | 0 | 2 | -16 | -31*
Cc1ccc(NC(=O)Cn2c(=O)n(Cc3ccco3)c(=N)c3c4c(sc32)COC(C)(C)C4)cc1 | 0.8 | 1.9% | 1 | 19 | 22 | 17 | 0 | -3 | -1
O=[N+]([O-])c1ccc(O)c(-c2cc(C(F)(F)F)nc(-c3ccccc3)n2)c1 | 14 | 5.3% | 36* | 3 | -6 | -5 | 21 | -6 | -48*
N/C(=N\OC(=O)CCCOc1ccccc1)c1ccc(Br)cc1 | 0.6 | 0.8% | 9 | -21 | 18 | 2 | 3 | -8 | 7
Cc1noc(C)c1CSc1nc2ccccc2nc1NS(=O)(=O)c1ccc(Cl)cc1 | 1.4 | 0.4% | 12 | -2 | -9 | 8 | 9 | 6 | -5
Cc1cccc(C)c1NC(=O)CN1C(=O)N(C)Cc2ccccc21 | 0.1 | 1.9% | -2 | -5 | 0 | -2 | 45* | 2 | x
Cc1cc(C)n2nc(SCC(=O)Nc3ccc(O)cc3)nc2n1 | 0.0&0.4 | 10%&7.0% | 3&2 | 0 | -2&8 | 6&4 | -2 | -7&-4 | -11&0
CN=C(NC)SC1CC(=O)N(c2ccccc2)C1=O (configuration not stated) | 1.2 | 1.0% | 2 | 5 | -4 | 13 | 1 | -6 | 14
CCOC(=O)C1CCCN(C(=O)c2ccccc2NC(=O)c2nsc3ccccc23)C1 (configuration not stated) | -1.4 | 14% | 1 | -2 | -1 | 13 | x | 4 | 20
CN(CC(O)Cn1c2ccccc2c2ccccc21)S(C)(=O)=O (configuration not stated) | 0.9 | 0.7% | 5 | 2 | 7 | 4 | -4 | 1 | -7
Cc1ccccc1S(=O)(=O)Cc1ccc(C(=O)NCCN(C)Cc2ccccc2)o1 | x | -0.6% | 7 | 34 | 9 | x | x | -3 | 5
O=C(COC(=O)c1ccc(F)cc1)NC1CC1 | 0.6 | -0.6% | 1 | 5 | -3 | -12 | -6 | -2 | -22
CCCCNC(=O)CSc1nc2ccccc2c(=O)n1C1CCCC1 | 0.0 | -0.2% | 0 | -4 | 21 | 11 | -12 | 1 | 0
O=C(Nc1ccc2c(c1)OCO2)C1CCCCN1S(=O)(=O)c1ccc(F)cc1 (configuration not stated) | -1.2 | 0.3% | 1 | 12 | -2 | -4 | -3 | -3 | 9

# For reference, part of the list above:
structure | D2 ag | RXFP1 agonist | D1 agonist | RXFP1 antag | TRHR PAM | D2 potentiator | D2 antagonist | D1 potentiator | D1 antagonist
CCOC(=O)C1CCCN(C(=O)c2ccccc2NC(=O)c2nsc3ccccc23)C1 (configuration not stated) | -1.4 | 14% | 1 | -2 | -1 | 13 | x | 4 | 20
CN(CC(O)Cn1c2ccccc2c2ccccc21)S(C)(=O)=O (configuration not stated) | 0.9 | 0.7% | 5 | 2 | 7 | 4 | -4 | 1 | -7

# (further entries)
structure | D2 ag | RXFP1 agonist | D1 agonist | RXFP1 antag | TRHR PAM | D2 potentiator | D2 antagonist | D1 potentiator | D1 antagonist
Cc1cc(C(=O)Nc2ccc(S(=O)(=O)Nc3onc(C)c3C)cc2)cs1 | 0.2 | 4.0% | 0 | -18 | -4 | -7 | -33 | 0 | 19
CN(CCC1CCCCO1)C(=O)c1cc(COc2ccc(F)cc2F)on1 (configuration not stated) | -1.7 | 0.0% | 1 | 5 | -2 | -3 | 19 | -1 | 18
Cc1[nH]c(=O)[nH]c(=O)c1/C=N/NC(=O)CCNC(=O)OC(C)(C)C | 0.9 | 1.9% | 4 | 2 | -4 | 17 | -3 | -8 | 9
CCCCCOc1ccc(/C=c2\sc3ncnn3c2=O)cc1 | 0.0 | 1.4% | 3 | x | -4 | 4 | 4 | 6 | -10
COc1ccccc1NC(=O)C[n+]1ccccc1C | 0.0 | 1.2% | 6 | 2 | -7 | 5 | 1 | -2 | 18
COc1ccc2cc(C(c3nnnn3C(C)(C)C)N3CCSCC3)c(=O)[nH]c2c1 (configuration not stated) | -0.5 | 0.0% | 5 | -13 | -16 | 7 | -11 | -1 | 2
Cc1c(-c2ccc(F)cc2)nc(N)c(C#N)c1-c1cccs1 | x | 16% | 3 | -4 | -5 | x | x | -10 | -18
Cc1cc(=O)[nH]c(/N=C(\N)Nc2ccc3c(c2)OCCO3)n1 | 2.4 | 0.3% | 3 | -25 | 3 | -7 | 2 | 0 | -3
CCOc1ccc(S(=O)(=O)Nc2ccc(C(=O)N3CCCC3)cc2)cc1C(N)=O | 0.8 | -1.6% | 1 | -11 | -12 | 6 | 14 | 7 | 1
N/C(=N\OC(=O)/C=C/c1ccccc1Cl)c1ccccn1 | -0.2 | -0.8% | 5 | -5 | -2 | 2 | -9 | 0 | 5
N=c1c(S(=O)(=O)c2ccc(F)cc2)cc2c(=O)n3ccccc3nc2n1CC1CCCO1 (configuration not stated) | -0.7 | 16% | 1 | -14 | 2 | 16 | 3 | -5 | 1
CCOc1cc(CNC(=O)CN2CCSc3ccccc32)cc(OCC)c1OCC | -1.1 | 2.4% | 2 | x | 7 | 8 | x | -2 | 2
Cc1cc(C)c(S(=O)(=O)N2CCC(C(=O)NCc3ccco3)CC2)c(C)c1 | 0.5 | 0.0% | 3 | -6 | -5 | 17 | -12 | -6 | -3
CCOC(=O)N1CCC(N2C(=O)c3ccc(C(=O)Nc4ccc(OC)cc4)cc3C2=O)CC1 | -0.2 | -0.9% | -1 | -18 | 1 | -6 | -7 | 0 | -1
CCC(=O)N1CCc2cc(S(=O)(=O)NCCC(=O)Nc3ccc(C)cc3C)ccc21 | 0.6 | 3.0% | 1 | -9 | 15 | x | x | 0 | 10
COc1cc(/C=C(\C#N)c2nn(CCO)c(N)c2C#N)cc(OC)c1OC | -0.4 | 1.5% | 1 | 4 | 33* | 5 | -20 | 1 | -4
CC(C)(C)NCC(O)Cn1cc(C=O)c2ccccc21 (configuration not stated) | 1.1 | -1.1% | 2 | 4 | 2 | 6 | -10 | 5 | 13
CC(C)c1cc(C(=O)Nc2cc(Cl)ccc2O)no1 | -3.2 | 2.1% | 2 | 7 | -5 | -11 | -14 | -5 | -22
NCCCC[C@H]1CNC(=O)C(=O)N1CCc1cccc(F)c1 | 0.7 | -3.7% | 2 | x | 7 | 7 | 17 | -4 | -5
Cc1cc2oc(C(=O)Nc3sc4c(c3C(=O)NCc3ccccc3)CCCC4)cc(=O)c2cc1C | 0.2 | -0.5% | 1 | -7 | 1 | -7 | x | 0 | 0
COc1ccc(/C=C/C(=O)c2ccc(NS(=O)(=O)c3ccc(C)cc3)cc2)cc1O | x | 0.8% | 2 | -30 | 6 | -2 | x | -5 | 5
Cc1nnc(SCc2ccccc2C#N)n1-c1ccccc1 | 0.3 | 0.6% | 4 | 4 | 1 | 11 | 10 | 1 | 0
C[C@H](NC(=O)c1cc2c([nH]c3ccccc32)c(-c2ccccc2)n1)C(=O)O | 0.2 | 0.1% | 1 | -9 | 11 | 15 | 4 | 4 | 10
Fc1cccc(/C=N/Nc2nncc3ccccc23)c1 | -2.6 | 3.7% | 2 | 7 | 0 | -11 | -5 | 7 | 12
CCn1c(N)c(C(=O)NCc2ccc3c(c2)OCO3)sc1=S | 0.1 | 0.0% | 1 | -3 | 1 | 4 | -16 | -5 | 2

# Among those listed so far, 12 have four or more nitrogen atoms:
structure | D2 ag | RXFP1 agonist | D1 agonist | RXFP1 antag | TRHR PAM | D2 potentiator | D2 antagonist | D1 potentiator | D1 antagonist
Cc1cccc(C)c1NC(=O)NC1(C(=O)NCCN2CCOCC2)CCCCC1 | 0.2 | -3.4% | 2 | -19 | 2 | -1 | -20 | -5 | -7
Cc1cc(C)n(C(C)CC(=O)Nc2ccc(-c3ccno3)cc2)n1 (configuration not stated) | -0.6 | -3.2% | 1 | 41 | -3 | -31 | 4 | -7 | -2
Cc1ccc(NC(=O)Cn2c(=O)n(Cc3ccco3)c(=N)c3c4c(sc32)COC(C)(C)C4)cc1 | 0.8 | 1.9% | 1 | 19 | 22 | 17 | 0 | -3 | -1
Cc1noc(C)c1CSc1nc2ccccc2nc1NS(=O)(=O)c1ccc(Cl)cc1 | 1.4 | 0.4% | 12 | -2 | -9 | 8 | 9 | 6 | -5
Cc1cc(C)n2nc(SCC(=O)Nc3ccc(O)cc3)nc2n1 | 0.0&0.4 | 10%&7.0% | 3&2 | 0 | -2&8 | 6&4 | -2 | -7&-4 | -11&0
Cc1[nH]c(=O)[nH]c(=O)c1/C=N/NC(=O)CCNC(=O)OC(C)(C)C | 0.9 | 1.9% | 4 | 2 | -4 | 17 | -3 | -8 | 9
COc1ccc2cc(C(c3nnnn3C(C)(C)C)N3CCSCC3)c(=O)[nH]c2c1 (configuration not stated) | -0.5 | 0.0% | 5 | -13 | -16 | 7 | -11 | -1 | 2
Cc1cc(=O)[nH]c(/N=C(\N)Nc2ccc3c(c2)OCCO3)n1 | 2.4 | 0.3% | 3 | -25 | 3 | -7 | 2 | 0 | -3
N=c1c(S(=O)(=O)c2ccc(F)cc2)cc2c(=O)n3ccccc3nc2n1CC1CCCO1 (configuration not stated) | -0.7 | 16% | 1 | -14 | 2 | 16 | 3 | -5 | 1
COc1cc(/C=C(\C#N)c2nn(CCO)c(N)c2C#N)cc(OC)c1OC | -0.4 | 1.5% | 1 | 4 | 33* | 5 | -20 | 1 | -4
Cc1nnc(SCc2ccccc2C#N)n1-c1ccccc1 | 0.3 | 0.6% | 4 | 4 | 1 | 11 | 10 | 1 | 0
Fc1cccc(/C=N/Nc2nncc3ccccc23)c1 | -2.6 | 3.7% | 2 | 7 | 0 | -11 | -5 | 7 | 12
